From PubChem
FLuc modulator: counter-screen for miR-21 project: firefly luciferase inhibitors or activators; purified FLuc, Km substrates, luminescence inhibition; Potency, µM (titrated, usually from 57.5 µM), for inactives: at the highest dose activity change, negative = inhibition, most hits filed as inhibitors; hit rate 6.9% among 360,000; AID 588342;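 note: potency is the fitted concentration of half-maximal effect; plate controls were vehicle for no effect and reference inhibitor for full effect; nearly all actives have a fitted effect of over 55% in size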
Target sequence (P08659 whole entry, looked up): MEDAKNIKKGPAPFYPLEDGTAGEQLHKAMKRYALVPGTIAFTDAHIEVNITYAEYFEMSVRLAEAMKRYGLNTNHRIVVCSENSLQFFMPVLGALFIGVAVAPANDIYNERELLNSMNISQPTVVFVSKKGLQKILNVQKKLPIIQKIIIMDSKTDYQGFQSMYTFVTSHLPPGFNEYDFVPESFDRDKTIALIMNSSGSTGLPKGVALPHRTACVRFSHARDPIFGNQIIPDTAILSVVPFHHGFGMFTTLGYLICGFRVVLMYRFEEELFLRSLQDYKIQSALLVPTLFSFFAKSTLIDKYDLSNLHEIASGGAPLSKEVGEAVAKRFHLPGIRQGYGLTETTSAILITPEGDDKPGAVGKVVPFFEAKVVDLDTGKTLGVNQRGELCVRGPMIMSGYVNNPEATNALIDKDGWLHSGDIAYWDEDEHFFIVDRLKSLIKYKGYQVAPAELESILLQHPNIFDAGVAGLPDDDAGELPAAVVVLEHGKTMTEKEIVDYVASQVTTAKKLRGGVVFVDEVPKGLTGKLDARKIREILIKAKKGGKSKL
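Purified P. pyralis luciferase (10nM final) with 10uM D-luciferin and 10uM ATP (Km levels) in 50mM Tris acetate pH 7.5, 10mM Mg acetate, 0.01% Tween-20, 0.05% BSA; qHTS 6-point titration, ~60 µM downward; luminescence read.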
RORgamma inh: blocks mouse ROR gamma transcriptional activity. Drosophila S2 Gal4-RORgamma UAS-luciferase reporter, 20 h. Potency, µM (highest dose often 53.6 µM), for inactives: top-dose activity change, negative = inhibition, hits mostly inhibitors. hit rate 5.4% among 310,000. AID 2551; note: potency is the fitted concentration of half-maximal effect; % is set by controls: 0 for no effect and ±100 for the full control effect; nearly all actives have a fitted effect of over 60% in size
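Drosophila S2 cells stably expressing Gal4-DBD/mouse RORγ fusion under metallothionein promoter plus UAS-luciferase; compound 1 h, then 700 uM CuSO4 induction for 20 h at ambient temperature; inhibition read as reduced luminescence.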
Gal4-VP16 FLuc: Gal4-VP16 reporter inhibition counter-screen | Drosophila S2 Gal4-VP16 UAS-luciferase, luminescence, 20 h | hit rate 3.5% among 310,000 | Potency, µM (series often up to 53.6 µM), without a hit: at the highest dose activity, negative = inhibition, most hits filed as inhibitors | AID 2546;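 note: Gal4-VP16 expression switched on by copper sulfate through the metallothionein promoter; potency is the fitted concentration of half-maximal effect; % is set by controls: 0 for no effect and ±100 for the full control effect; nearly all actives have a fitted effect of over 50% in size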
NPC1 promoter act: activators of NPC1 promoter | Huh7 NPC1 promoter luciferase reporter, 24 h | Potency, µM (doses to about 9.22 µM), inactives show top-dose activation, usual class: activators | hit rate 2.4% among 320,000;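 note: potency is the fitted concentration of half-maximal effect; % of control where 0% means no effect; nearly all actives have a fitted effect of over 60% in size; reporter is driven by a mutant NPC1 promoter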
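Luminescence read-out of NPC1 promoter-driven luciferase in stably transfected Huh7 cells; compounds delivered in DMSO and left 24 h at 37C, 5% CO2, qHTS titration format.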
ELG1 DNA repair: blocks ELG1-dependent DNA repair in HEK293T cells | HEK293T ELG1-luciferase reporter, luminescence, 16 h; DNA damage induced by 5-fluorouridine | Potency, µM (highest dose often 46.1 µM), inactives show at the top dose activity change, negative = inhibition, most hits filed as inhibitors | hit rate 2.3% among 330,000 | AID 504467; note: potency is the fitted concentration of half-maximal effect; % is set by controls: 0 for no effect and ±100 for the full control effect; nearly all actives have a fitted effect of over 55% in size
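Cells (2,000 per well) received 5-fluorouridine plus test compound or DMSO and were incubated 16 hr at 37 °C, 5% CO2. Luciferase activity was read by luminescence 30 min after ONE-Glo addition; signal suppression marked inhibition of damage-induced ELG1 function.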
PKM2 activator: activators of human pyruvate kinase M2; P14618; purified PKM2, Kinase-Glo ATP luminescence, activation; response scale: 0% is enzyme alone, no compound; Potency, µM (top dose mostly 57.5 µM), inactives show top-dose activation, hits mostly activators; hit rate 0.34% among 260,000; note: potency is the fitted concentration of half-maximal effect; % is set by controls: 0 for no effect and ±100 for the full control effect; nearly all actives have a fitted effect of over 55% in size
Target sequence (P14618 whole entry, looked up): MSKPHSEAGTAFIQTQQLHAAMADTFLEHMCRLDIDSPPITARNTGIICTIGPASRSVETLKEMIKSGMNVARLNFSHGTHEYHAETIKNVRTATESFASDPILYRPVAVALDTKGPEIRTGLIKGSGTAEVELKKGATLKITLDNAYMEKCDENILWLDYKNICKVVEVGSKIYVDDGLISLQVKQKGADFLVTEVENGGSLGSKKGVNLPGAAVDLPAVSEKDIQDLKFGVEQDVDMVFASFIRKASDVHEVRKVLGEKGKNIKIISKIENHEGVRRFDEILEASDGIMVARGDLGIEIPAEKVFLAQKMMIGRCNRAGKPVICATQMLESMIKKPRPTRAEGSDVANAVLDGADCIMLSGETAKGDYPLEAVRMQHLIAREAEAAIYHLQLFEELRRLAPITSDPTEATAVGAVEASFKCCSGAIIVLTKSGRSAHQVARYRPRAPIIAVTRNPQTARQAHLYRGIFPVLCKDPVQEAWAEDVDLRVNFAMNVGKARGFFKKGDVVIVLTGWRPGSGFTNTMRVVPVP
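Purified hPK-M2 (>95% pure) converted ADP (0.1 mM final) to ATP with 0.5 mM PEP in 50 mM imidazole pH7.2, KCl, MgCl2, Tween 20, BSA; 1 h at room temperature. ATP detected by Kinase-Glo luminescence.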
Menin-MLL TR inh: displaces Texas Red mutant MLL peptide from human menin. O00255. Menin + Texas Red MLL mutant peptide, fluorescence polarization. Potency, µM (series often up to 61.6 µM), for the others: top-dose FP activity change, negative = inhibition, most hits filed as inhibitors. hit rate 0.23% among 270,000; active = well fitted inhibition curve with a large enough effect in the polarisation, with a control signal flat, not every such curve was filed as active; inconclusive = small, poorly fitted or top-dose-only effect, or effect the other way, or a change in a side signal; inactive = no such curve, though single readings can be large or run the other way; the % refers to the polarisation; note: potency is the fitted concentration of half-maximal effect; % of control where 0% means no effect; many of its hits are not listed in these tables
KCNH2 3.1 inh: inhibitors of human KCNH2 3.1 potassium channel isoform. activity change, % (tested at about 1.8 µM). U2OS KCNH2 3.1, thallium flux FluxOr; hits give low values. hit rate 0.95% among 340,000;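 active = maximum activity change below -70%; inconclusive = maximum activity change from -70% to -50%; inactive = maximum activity change above -50%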;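 note: thallium influx rate constant from kinetic fluorescence after stimulation buffer; % is set by controls: 0 for no effect and ±100 for the full control effect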
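Virally transduced U2OS (3.1 isoform, 4 h infection in dark at RT) → overnight 37 C → FluxOr + Red40 in HBSS/HEPES, 45 min → stimulation buffer, 2 min kinetic read → rate constant vs DMSO controls.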
MBNL1-CUG inh: blocks human MBNL1 binding to CUG repeat RNA; TR-FRET MBNL1-His/biotin-(CUG)12 binding, 665/545 ratio; AID 2675; Q9NR56; Potency, µM (titrated, usually from 57.5 µM), for inactives: at the top dose activity change, negative = inhibition, actives largely listed as inhibitors; hit rate 0.036% among 280,000; active = well fitted inhibition curve with a large enough effect in the signal ratio, with a control signal flat, not every such curve was filed as active; inconclusive = small, poorly fitted or top-dose-only effect, or effect the other way, or a change in a side signal; inactive = no such curve, though single readings can be large or run the other way; the % refers to the signal ratio; note: potency is the fitted concentration of half-maximal effect; % is set by controls: 0 for no effect and ±100 for the full control effect
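His-tagged MBNL1 binding to biotinylated (CUG)12 RNA was measured by TR-FRET using terbium anti-His antibody (0.055 ng/ul final) and streptavidin-XL665 (5 nM final). Compounds were titrated 92 nM to 58 uM; 60 min at room temperature.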
Mito fusion yeast: inhibitors of mitochondrial division or activators of mitochondrial fusion. Potency, µM (doses to about 46.1 µM), inactives show at the highest dose growth rescue (activation), hits mostly activators. S. cerevisiae fusion-defective mutant growth rescue, CellTiterGlo 48 h. hit rate 0.23% among 320,000;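 note: potency is the fitted concentration of half-maximal effect; % of control where 0% means no effect; nearly all actives have a fitted effect of over 45% in size; temperature-sensitive fusion mutants such as fzo1-1 at 37 °C on non-fermentable ethanol glycerol medium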
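Read-out: ATP-based luminescence (CellTiterGlo, 10 min ambient) reporting growth of fusion-defective ts yeast after 48 hours at 37C on glycerol/ethanol YPEG medium in the presence of compound.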
Rab9 promoter act: activates the Rab9 promoter; Huh7 Rab9 promoter-luciferase reporter, luminescence, 24 h; Potency, µM (doses to about 9.22 µM), without a hit: top-dose activation, negative = inhibition, hits mostly activators; hit rate 2.8% among 320,000; note: potency is the fitted concentration of half-maximal effect; % of control where 0% means no effect; nearly all actives have a fitted effect of over 60% in size
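Cells were plated at 1500 per well in reduced-serum medium with 10% FBS and left 2 h. Compound in DMSO was then added for 24 h at 37 °C. Reporter signal was read by luminescence after 10 min with luciferase detection reagent.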
* hit, by the source's call; ? = inconclusive; / = no result given; & = joins results of further samples; [ ] = another dose, or the depositor's remark. Unless noted, calls come from the whole dose curve; as a rule, active = well fitted curve in the direction sought with a large enough effect; inconclusive = small, poorly fitted or top-dose-only effect, or another doubt; inactive = no such curve, though single readings can be large; an effect the other way counts as inactive or inconclusive. The list is partial, so the mix of outcomes need not match the whole.

SMILES | FLuc modulator | RORgamma inh | Gal4-VP16 FLuc | NPC1 promoter act | ELG1 DNA repair | PKM2 activator | Menin-MLL TR inh | KCNH2 3.1 inh | MBNL1-CUG inh | Mito fusion yeast | Rab9 promoter act
CC(C)c1ccc(S(=O)(=O)N2CCN(C(=O)c3cc([N+](=O)[O-])ccc3N3CCOCC3)CC2)cc1 | -2% | 35% | 2% | -1% | -4% | 4% | 0% | 11 | 6% | 10% | 8%
Cc1ccc(C(=O)NC(=S)NNC(=O)c2ccccc2)cc1 | -5% | ? | 20µM* | 3% | -9% | 0%[11.5 µM] | 16% | 13 | 4% | 7% | -3%
Cc1ccc(S(=O)(=O)N(C)C)cc1NC(=O)COC(=O)Cc1ccc(Br)cc1 | -10% | -2% | 1% | -6% | 12% | 3% | 3% | -16 | -6% | 0% | 0%
O=C(NCCCCCNC(=O)c1ccco1)c1ccco1 | -1% | 0% | -7% | 0% | 11% | -18% | 17% | 12 | 0% | -6% | -1%
CCOC(=O)c1cnc(SCC(=O)c2ccc(Cl)cc2)nc1N | -2% | ? | 11% | 9% | ? | 2% | -13% | -34 | 22% | -3% | 1%
COc1cc(NC2c3ccccc3C(=O)N2Cc2ccc3c(c2)OCO3)cc(OC)c1 (stereo unspecified) | 7% | ? | -8% | 2% | -5% | 5% | / | ? | -3% | 3% | -6%
CC[N+]1(C)[C@@H]2CC[C@H]1CC(OC(=O)[C@H]1CCC(C(=O)OC3C[C@H]4CC[C@@H](C3)[N+]4(C)CC)(c3ccccc3)c3ccccc31)C2 (stereo partly specified) | -1% | / | / | 2% | 7% | / | / | 4 | / | 6% | 1%
CCOC(=O)c1nc(C)sc1-c1ccnn1S(=O)(=O)c1ccc(C)cc1 | -1% | -2% | 0% | -5% | 1% | -1% | / | -10 | 0% | -14% | -2%
Cc1ccc(NS(=O)(=O)c2cc(OCC(N)=O)c(C)cc2Cl)cc1 | 0% | 35% | 1% | -3% | 10% | -13% | 8% | 10 | / | 1% | -3%
Cc1ccc(C(=O)N2CCN(c3ccc(NC(=O)c4cccs4)cc3)CC2)cc1 | 2% | 8% | -1% | 0% | 9.2µM* | -5% | / | ? | 6% | 0% | -3%
c1cncc(C(c2nnnn2C2CCCCC2)N2CCN3CCCC3C2)c1 (stereo unspecified) | 1% | 11% | -6% | -1% | 12% | 5% | -12% | 13 | -10% | 2% | -6%
CC(C)(C)n1ncc2c(=O)n(CC(=O)N3CCCc4ccccc43)cnc21 | -19% | 16% | -1% | -2% | 14% | 0% | -1% | 2 | -7% | -1% | 8%
CC1(C)Cc2ccccc2-c2nc(NCCCO)[nH]c(=O)c21 | -2% | 19% | -3% | -2% | 2% | 0% | / | 9 | / | -3% | 2%
O=C(c1ccc2c(c1)OCO2)C1CCCN(Cc2cn[nH]c2-c2cccc(F)c2)C1 (stereo unspecified) | 2% | 5% | -6% | -5% | ? | 0% | 7% | 17 | 14% | 1% | 0%
O=S(=O)(NCCN1CCOCC1)c1ccc(F)c(Cl)c1 | 1% | -2% | -4% | 1% | 3% | / | 14% | -30 | 4% | -5% | 5%
Cc1cccc(N(C(=O)CNC(=O)c2ccco2)C(C(=O)NC2CCCC2)c2cccnc2)c1 (stereo unspecified) | -5% | 13% | -1% | -2% | -13% | -8% | -2% | 2 | -14% | 1% | -2%
CCN(CC)C(=O)c1ccc(-c2cccs2)s1 | 11µM* | 39% | 28% | 2.5µM* | ? | -1% | / | 5 | ? | 1% | 3.5µM*
O=C(c1cc(COc2ccc(F)cc2F)on1)N1CCCC(c2ccccc2)C1 (stereo unspecified) | -23% | 44% | 0% | -3% | ? | -1% | -4% | -19 | -15% | ? | 14%
CCN(CC(=O)Nc1ccc(S(=O)(=O)N2CCCC2)cc1)Cc1ccccc1 | 7% | / | / | -4% | -15% | / | / | 10 | / | 5% | -1%
Cc1ccc(NC(=O)COC(=O)/C=C/c2cccs2)cc1 | -8% | -2% | -13% | 3% | ? | 0% | -10% | 15 | -5% | -1% | -5%
COc1ccc(C2=Nc3cccc4cccc(c34)N2)cc1 | 5.4µM* | -6% | -16% | 5% | 15% | -12% | ? | -15 | -4% | -3% | -26%
Cc1cccc([C@@H]2[C@@H]3C(=O)N(Cc4ccccc4)C(=O)[C@@H]3[C@]3(C)C(=O)N(c4cccc(F)c4)C(=O)N23)c1 | 2% | / | / | 0% | 1% | / | / | / | / | -3% | -1%
Cc1[nH]nc2c1C(c1ccc(N(C)C)cc1)C1=C(CC(C)(C)CC1=O)N2 (stereo unspecified) | 2% | 11% | 1% | -6% | 7% | 1% | -1% | 7 | -2% | 4% | 0%
CC(C)OCCCNCC(O)c1ccccc1 (stereo unspecified) | 0% | -5% | -2% | 0% | 8% | 8% | -5% | 5 | -17% | -5% | -5%
COC(=O)c1c(NC(=S)NC(=O)c2ccco2)sc2c1CCCC2 | ? | 2.5µM* | ? | -11% | ? | 2% | 4% | 1 | -5% | -19% | -6%
Cc1cc(C)nc(/N=C(\N)Nc2cc([N+](=O)[O-])ccc2C)n1 | -1% | 2% | 4% | -1% | -1% | 4% | 19% | -3 | ? | -7% | -7%
Cc1oc(-c2ccccc2Cl)nc1CS(=O)CC(=O)NCc1ccc2c(c1)OCO2 (stereo unspecified) | 2% | -16% | 5% | -3% | 5% | / | / | -27 | -1% | 2% | -6%
O=C(CNc1ccc(Br)cc1)c1ccccc1 | ? | -8% | -1% | 5% | ? | -8% | ? | -1 | 6% | -2% | 6%
Cc1ccc(S(=O)(=O)CC#CCOC(=O)c2ccc([N+](=O)[O-])cc2)cc1 | ? | 10µM* | ? | -15% | -13% | 2% | 3% | / | ? | 1% | -3%
O=C(O)/C=C(\Oc1ccccc1)C1(O)CCCCC1 | -2% | 4% | 9% | -1% | -4% | -1% | / | 6 | / | -5% | 2%
CCOc1ccc(NC(=O)C2CC(=O)N(c3cc(C)cc(C)c3)C2)cc1 (stereo unspecified) | 0% | -16%[0.365 µM] | / | 3% | 7% | 2% | -10% | -1 | 8% | 6% | -4%
NC1CCN(c2cccc(Cl)n2)CC1 | / | 15%&8% | 0%&7% | 0%[46.1 µM] | / | / | -11% | / | / | -34%[inhibitor] | -13%[46.1 µM]
Cc1cc(C)nc(NCCCc2ccccc2)n1 | -2% | 2% | 8% | 0% | 7% | -1% | 13% | -2 | -2% | -7% | -5%
COc1ccccc1-n1c(C)c(C(C)=O)c2cc(O)ccc21 | 2% | 23%[1.91 µM] | 14% | -2% | 7% | -1% | 1% | 6 | -1% | -2% | -4%
COc1ccc(OCC(=O)Nc2cc(NC(=O)COc3ccc(OC)cc3)cc(C(=O)O)c2)cc1 | ? | 3% | -8% | 4% | 19% | 0% | 2% | -3 | -15% | -2% | 0%
COc1cccc(NC(=O)CN(c2ccc(C)cc2)S(=O)(=O)c2c(C)nn(C)c2C)c1 | 2% | 19% | 9% | 1% | -13% | 3% | 3% | 2 | -1% | 6% | 0%
Cc1ccc(C23CC4CC(CC(C(=O)NC(C)C(=O)O)(C4)C2)C3)cc1 (stereo unspecified) | -2% | -28% | 6% | -2% | -5% | / | -10% | -1 | -1% | -4% | -1%
O=C(CN1C(=O)S/C(=C\c2ccccc2Cl)C1=O)NC1C=CS(=O)(=O)C1 (stereo unspecified) | -3% | ? | -16% | -4% | 12% | / | -3% | 4 | 10% | 0% | 0%
COCc1c(C(=O)OCC(=O)N2c3ccccc3NC(=O)C2(C)C)oc2ccccc12 | 3% | 6% | -4% | 0% | 0% | -5% | -29% | -1 | 3% | 2% | 2%
Cc1ccc(-c2nnn(CC(=O)N(CCCO)C(C(=O)NC3CCCC3)c3ccc(F)cc3)n2)o1 (stereo unspecified) | 2% | -4% | -13% | -1% | 13% | / | 5% | -5 | 2% | -5% | 17%
Cc1ccc(C(=O)NCC(=O)OCC(=O)c2ccccc2)s1 | / | / | / | -1% | 16% | / | / | 13 | / | -2% | 4%
Cc1ccc(NN2C(=O)C=C(c3ccc(Cl)cc3)C2=O)cc1 | -10% | 7.1µM* | 8.9µM* | 0% | ? | 9% | -5% | -47 | -2% | 6% | -1%
COc1ccc(CCN(C)Cc2nc(Cc3ccc(OC)c(OC)c3)no2)cc1OC | -1% | 11% | 3% | 0% | ? | 7% | -10% | -6 | -1% | 4% | -15%
